Screens from PubChem.
HSF1 activator: HSF-1 activators, primary screen, NIH3T3-HGL cells, MG132 stress, luminescence, single point. NIH3T3-HGL HSF-1 luciferase reporter, 8 h; 100% = twice DMSO control signal. activation, % at 9 µM. 300,000 compounds, 1.7% hits. AID 504408, 2011;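 active = mean replicate activation of at least 50% with a set share of replicates each reaching 50%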;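 note: 0% = median of the neutral control wells and 100% = twice that signal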
HIF act: HIF pathway transcriptional activators, primary screen, cell-based, U2OS HRE-luciferase, luminescence; U2OS HRE-luciferase reporter; normalized: DMSO 0%, desferrioxamine 100%; activation, % at 7.5 µM (by protocol); 300,000 compounds, 0.32% hits; AID 1910, 2009;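 active = mean activation of at least 10% of the iron chelator positive control signal, with at least half of replicates also reaching 10%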
GSK3 alpha inh: blockers of GSK3A enzyme activity – biochemical, luminescence, cell-free homogeneous, HTS, primary screen; Glycogen synthase kinase-3 alpha (Homo sapiens), P49840; GSK-3 alpha kinase, ADP-Glo luminescence, 60 min; inhibition, % at 10 µM; 320,000 compounds, 0.1% hits;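 in the data active = inhibition above about 50%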;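 note: GST-tagged GSK-3 alpha with peptide substrate and 25 µM ATP; 0% = DMSO neutral wells and 100% = GW8510 positive control wells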
Target sequence (P49840 whole entry, looked up): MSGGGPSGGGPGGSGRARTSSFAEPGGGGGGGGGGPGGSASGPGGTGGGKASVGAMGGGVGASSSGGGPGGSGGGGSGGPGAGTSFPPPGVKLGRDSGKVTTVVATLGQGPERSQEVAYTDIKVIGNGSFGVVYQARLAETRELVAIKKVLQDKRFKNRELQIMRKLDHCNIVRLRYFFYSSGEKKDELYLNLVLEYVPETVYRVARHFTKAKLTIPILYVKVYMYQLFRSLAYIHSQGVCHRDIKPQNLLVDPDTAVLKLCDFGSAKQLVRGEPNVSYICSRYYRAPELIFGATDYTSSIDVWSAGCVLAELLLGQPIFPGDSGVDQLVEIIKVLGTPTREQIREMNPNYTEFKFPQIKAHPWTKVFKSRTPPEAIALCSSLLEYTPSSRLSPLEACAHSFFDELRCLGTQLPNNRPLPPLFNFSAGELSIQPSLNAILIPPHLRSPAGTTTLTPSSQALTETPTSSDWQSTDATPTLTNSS
AI-2 QS mod: Vibrio harveyi AI-2 quorum sensing modulators, primary screen, JMH597 strain, luminescence/OD600 ratio; 300,000 compounds, 0.4% hits; Vibrio harveyi JMH597 AI-2 luminescence/OD600 ratio, 9 h; stronger effect = lower value; strain lacks LuxN and CqsS sensors; 0 = neutral-control median; AID 2094, 2009; activity change, % at 7.5 µM; in the data active = activity change below about -75%, passing the limit was not always enough;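 note: luminescence divided by OD600 gain over 9 h not by final OD600 alone; inactives centre near 13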
HSF1 inh: HSF1 inhibitors in luciferase reporter cells, primary screen, cell-based, NIH3T3, luminescence; activity change, negative = inhibition, % at 7.5 µM (by protocol); 300,000 compounds, 0.77% hits; NIH3T3-HGL HSE-luciferase, MG132-induced, luminescence 8 h; stronger effect = lower value;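 active = more than half of replicate wells show activity change below -50%, luminescence cut by over half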;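 note: luciferase reports HSF-1 transcriptional activity via heat shock element; 0% = median of DMSO wells and -100% = zero luminescence signal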
GSK3beta inhib: human GSK3beta kinase inhibitors, primary screen, biochemical, cell-free homogeneous, HTS | Glycogen synthase kinase-3 beta (Homo sapiens), P49841 | GST-GSK3beta kinase, ADP-Glo luminescence, 60 min; stronger effect = lower value | activity score (negative = inhibition), % at 10 µM | 300,000 compounds, 0.038% hits | AID 2097, 2009;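 active = more than half of replicate wells score below -50%, meaning over 50% inhibition versus plate controls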;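 note: 0% = median DMSO wells and -100% = median GW8510 positive control wells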
Target sequence (P49841 whole entry, looked up): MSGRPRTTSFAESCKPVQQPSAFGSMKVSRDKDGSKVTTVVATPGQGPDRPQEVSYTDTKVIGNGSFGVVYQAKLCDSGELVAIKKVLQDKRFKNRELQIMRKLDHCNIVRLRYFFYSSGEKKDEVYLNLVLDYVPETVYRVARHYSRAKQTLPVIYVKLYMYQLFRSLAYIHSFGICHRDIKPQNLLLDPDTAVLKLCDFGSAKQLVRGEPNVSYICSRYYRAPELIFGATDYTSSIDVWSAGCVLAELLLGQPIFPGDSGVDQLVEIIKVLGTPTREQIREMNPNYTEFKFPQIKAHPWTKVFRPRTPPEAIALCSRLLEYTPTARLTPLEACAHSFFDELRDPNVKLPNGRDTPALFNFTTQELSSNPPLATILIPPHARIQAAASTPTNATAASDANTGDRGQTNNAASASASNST
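Assay system: GST-tagged human GSK3beta kinase, cell-free; Input: 1.6 ng GSK3beta; Medium: Tris/MgCl2 kinase buffer; Timing: 60 min enzyme reaction, room temperature; Signal: ADP-Glo luminescence quantifying ADP generated by kinase; Evaluation: score relative to plate controls; Benchmarks: DMSO neutral wells and GW8510 at 20 µM as positive.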
aSyn UTR inh: MLPCN primary screen, SNCA 5' untranslated region | 300,000 compounds, 0.82% hits | inhibition, % (tested at 7.5 µM) | alpha-synuclein 5'UTR reporter, inhibitor activity; in the data active = inhibition above about 60%;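 note: H4 neuroglioblastoma cells stably carrying SNCA 5'UTR luciferase fusion; 0% = DMSO wells and 100% = positive control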
IEC-6 cytotox: cytotoxicity in IEC-6 intestinal epithelial cells, primary screen, cytotoxicity control for KLF5 inhibitor project, cell-based, luminescence | IEC-6 cytotoxicity, luminescence viability | inhibition, % at 5 µM | 290,000 compounds, 0.78% hits; in the data active = inhibition above about 22%;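 note: 0% = plate median of test compound wells and 100% = cytotoxic reference compound wells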
HSP90 inh: HSP90 inhibitors, primary screen, cell lysate, luminescence. Heat shock protein HSP 90 (rabbit reticulocyte lysate; luciferase refolding). Rabbit reticulocyte lysate, luciferase refolding luminescence, 3 h. inhibition, % at 5.6 µM. 290,000 compounds, 0.91% hits;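 active = inhibition above the screen-wide mean plus 3 SD, computed separately per campaign, cut at about 16% in these data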;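 note: 0% = DMSO wells and 100% = 60 µM geldanamycin wells; inhibitors lower the luminescence because luciferase stays unfolded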
KLF5 inhibitor: KLF5 expression inhibitors, primary screen, DLD-1 cells, luminescence; DLD-1 KLF5 promoter-luciferase reporter; inhibition, % at 5 µM; 290,000 compounds, 0.23% hits; AID 1700, 2009;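 active = inhibition above a per-plate limit of that plate's mean compound inhibition plus 3 SD, cut at about 60% in these data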;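 note: 0% = DMSO wells and 100% = LY294002 at 200 µM; higher means less KLF5 promoter-driven luciferase light; inactives centre near -14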
Active calls of the source: *; nt = no result given; & = joins results of further samples.

The opening 2 records (preview)
SMILES	HSF1 activator	HIF act	GSK3 alpha inh	AI-2 QS mod	HSF1 inh	GSK3beta inhib	aSyn UTR inh	IEC-6 cytotox	HSP90 inh	KLF5 inhibitor
O=C(O)Cc1ccc(C(=O)c2ccccc2F)s1	10	0.9	-3	11	-3	-2	-14	-2	7	-42
Cc1ccc(OCCN2C(=O)OC(C)(C)C2(C)O)cc1 (stereo unspecified)	6	0.0	nt	18	4	1	10	1	2	-35

Main list, from the start:
SMILES	HSF1 activator	HIF act	GSK3 alpha inh	AI-2 QS mod	HSF1 inh	GSK3beta inhib	aSyn UTR inh	IEC-6 cytotox	HSP90 inh	KLF5 inhibitor
O=C(O)Cc1ccc(C(=O)c2ccccc2F)s1	10	0.9	-3	11	-3	-2	-14	-2	7	-42
Cc1ccc(OCCN2C(=O)OC(C)(C)C2(C)O)cc1 (stereo unspecified)	6	0.0	nt	18	4	1	10	1	2	-35
O=C(Nc1ccc(NC(=O)c2cccs2)cc1Cl)c1ccco1	31	1.3	-2	5	32	3	-154	8	2	-97
CCn1c(SCC(=O)N2CCCc3ccccc32)nnc1-c1ccoc1C	-14	-0.2	-1	3	0	-11	22	4	-3	4
CC1=NN(c2ccccc2)C(=O)/C1=C/c1ccc(Cl)cc1	22	-0.4	-3	-3	5	-7	9	4	5	-10
COc1ccc(-c2c(C#N)c(C)nc3c2C(=O)c2ccccc2-3)cc1	1	-8.8	0	15	-10	-4	2	-5	-2	-6
COc1ccc(-c2csc(NC(=S)NC(=O)c3cccs3)n2)cc1OC	-9	0.5	nt	15	-10	-1	34	-5	-2	-5
COc1cccc(OC)c1C(=O)Nc1nc2cc3c(cc2s1)OCO3	-1	-0.2	-1	26	-2	-2	-2	2	1	-11
COC(=O)Nc1ccc2c(c1)N(C(=O)CCN1CCN3CCCC3C1)c1ccccc1CC2 (stereo unspecified)	-3&2	0.4&-0.5	-1&-4	-3&18	-7&-6	-2&-1	-17	-1&6	1&0	-19&-3
O=[N+]([O-])c1ccc(N2CCCCC2)c(Cl)c1N1CCCCC1	-8	0.1	1	-2	-3	-1	32	-4	2	-15
Cc1ccc(S(=O)(=O)N(C)c2c(C)ccc(S(=O)(=O)N3CCN(C=O)CC3)c2C)cc1	-4	-0.2	-2	8	1	-3	-10	-1	-1	-8
O=C(CSc1nnc(COc2cccc3ccccc23)o1)N1CCN(C(=O)c2ccco2)CC1	-6	nt	0	17	1	1	-16	0	1	-26
O=C(Nc1ccccc1C(=O)O)c1cccc(NC(=O)c2ccccc2Cl)c1	-4	0.6	nt	7	2	-20	3	-2	2	-30
COC(=O)c1cccc(NC(=O)CN(c2ccc3c(c2)OCO3)S(C)(=O)=O)c1C	-3	0.1	-1	0	3	2	5	3	-1	-41
COc1cc2c(O)c3c(c(-c4ccc5c(c4)OCO5)c2cc1OC)C(=O)OC3	-10	0.0	46	32	1	-35	108*	11	7	21
Cc1ccc(N2CC(C(=O)NCc3nnnn3-c3ccc(C)c(C)c3)CC2=O)cc1 (stereo unspecified)	27	-0.7	0	22	1	3	24	6	1	-24
Cc1cccc(NC(=O)Cn2nnc3ccccc32)c1	22	2.5	0	-25	11	-5	-104	1	-1	-113
CCCCNC(=O)N(O)C1N(/N=C/c2ccc(N(C)C)cc2)C(=S)SC1(C)C (stereo unspecified)	-10	-0.1	-2	26	-1	4	-14	-6	0	-10
CCS(=O)(=O)N1CCC(C(=O)c2ccc(Cl)cc2)CC1	-2	nt	-2	15	-5	14	-11	-5	-5	-22
S=C(N/N=C/c1cccc2ccccc12)Nc1cccc(Cl)c1	18	220*	-4	-6	3	-4	-16	9	2	-4
Cc1cc(NC(=O)C(C)SCC(=O)OCc2c(Cl)cccc2Cl)no1 (stereo unspecified)	3	-0.4	-1	18	-6	-6	7	5	4	-17
Cc1ccc(C(=O)O)cc1-c1ccc(/C=C2/NC(=O)N(c3ccccc3)C2=O)o1	7	0.1	5	30	-10	-1	-10	-18	7	-46
CC(=O)Nc1c(O)nc(SCC(=O)N2CCN(c3ccc(F)cc3)CC2)[nH]c1=O	5	0.0	-2	9	11	2	0	-4	-2	-43
Cc1ccc(CNC(=O)C2CCN(S(=O)(=O)N3CC(C)CC(C)C3)CC2)cc1 (stereo unspecified)	-11	-0.6	-6	26	0	1	19	3	2	-29
O=C(NCc1ccc(F)cc1)Nc1cccc(Cl)c1	49	0.8	-2	-94*	20	-22	-149	6	2	-59
Cc1noc(NS(=O)(=O)c2ccc(N/C=C/C(=O)c3ccncc3)cc2)c1C	38	-0.6	0	4	8	-1	-12	-4	2	-46
O=C(COC(=O)CCC1CCCC1)Nc1cccc(S(=O)(=O)N2CCOCC2)c1	-2	-0.4	nt	-3	-4	0	-34	nt	nt	nt
COc1ccc(NC(=O)CSc2nnc(C3CC3)n2C)cc1	-6	0.0	-3	7	0	2	-11	-4	0	-22
Cc1cc(C)nc(NC(=O)NC(=O)c2ccccc2)n1	-8	0.5	1	12	-3	-1	-13	5	-1	-29
Cc1ccc(C(=O)Nc2ccccc2C(=O)N2CCCC2)cc1[N+](=O)[O-]	35	-0.2	-3	-2	2	1	15	2	1	7
CC(C)(C)c1ccccc1NC(=O)Cn1c(=O)cnc2ccccc21	3	-0.4	-1	2	-2	0	10	-2	1	-2
COc1ccc(CNCC(O)COc2cccc3c2OC(C)(C)C3)cc1 (stereo unspecified)	4	-0.9	-2	4	-5	0	0	17	0	-12
O=C(Cn1cnc2ccccc2c1=O)Nc1ccc2c(c1)OCCO2	44	3.0	1	-69	18	2	-110	1	1	-96
Cc1ccc(NC(=O)CSc2nnc(CNC(=O)c3ccccc3F)o2)cc1	-2	-0.2	6	1	0	0	13	0	1	-31
CCOC(=O)c1c(C)[nH]c(C)c1S(=O)(=O)NCCc1sccc1C	5	0.2	3	15	5	1	0	4	11	-20
O=C(Cn1nc(-c2ccccc2)c2ccccc2c1=O)NCCN1CCOCC1	25	0.1	0	10	5	-1	8	-11	3	-21
Cn1c(=O)oc2cc(S(=O)(=O)N3CCN(Cc4ccc5c(c4)OCO5)CC3)ccc21	-7	0.0	-3	21	-4	0	7	4	-4	-21
CCNC(=O)NCCc1c[nH]c2ccc(Cl)cc12	17	2.2	-5	22	1	-2	-18	8	5	7
COc1ccccc1C(=O)NC1CCCc2ccccc21 (stereo unspecified)	5	0.9	-3	14	-2	3	23	-3	-4	9
COC(=O)c1cc(S(=O)(=O)N(C)C2CCCCC2)oc1C	-4	0.1	0	17	0	-1	0	-1	5	-23
CCCCCOC(=O)CCN1C(=O)/C(=C2\SC(=S)N(CCC(=O)OCCCCC)C2=O)SC1=S	-7	-0.9	-5	nt	2	-3	17	1	0	3
Cc1cccc(C)c1N1C(=O)c2ccccc2C1=O	3	0.1	0	16	-5	0	18	0	3	-33
O=C(NCc1cccc(Cl)c1)c1cccc(C(F)(F)F)c1	-1	0.4	-1	9	0	0	32	11	1	-14
CC1=C(C(N)=O)C(c2ccccc2)n2nc(-c3cccs3)nc2N1 (stereo unspecified)	-6	0.3	-2	23	-1	1	5	3	0	-8
Cc1ccc(NC(=O)CCNS(=O)(=O)c2ccc3c(c2)oc(=O)n3C)c(C)c1	9	0.1	-4	37	-4	-3	-14	4	1	-3
Cc1ccc(NCN2C(=O)C3CC=CCC3C2=O)cc1 (stereo unspecified)	-29	-0.8	-3	11	-19	3	-23	1	2	-42
CC(=O)NCCn1c(SCC(=O)c2ccccc2)nc2ccccc2c1=O	15	-0.2	-1	23	0	3	13	-3	0	-15
CC1CCCCC12NC(=O)N(CC(=O)c1ccc[nH]1)C2=O (stereo unspecified)	-24	-0.3	0	13	-2	1	-12	0	1	-41
Cn1c(C(O)c2ccc3c(c2)OCO3)nc2ccccc21 (stereo unspecified)	-19	-0.4	-1	11	1	2	26	4	2	-7
CC1CN(C(=O)CSc2nnc(-c3ccccc3)o2)CC(C)O1 (stereo unspecified)	2	-0.1	0	14	1	5	8	-6	-1	-1
COCCCNC(=S)N1CCN(c2nc(-c3ccc(F)cc3)cs2)CC1	-9	1.4	-2	24	-2	1	-4	-1	-3	-22
Cc1ccnc(Nc2nc(-c3ccccc3)cs2)c1	42	1.4	-1	2	37	-1	-155	6	2	-206
O=C(O)CC(NC(=O)CCC1CCCCC1)c1cc([N+](=O)[O-])ccc1Cl (stereo unspecified)	-4	0.2	-2	17	2	5	3	3	-3	-18
COc1cccc(C(=O)N2CCOCC2)c1	40	1.1	1	24	14	-6	-6	0	4	-21
CNC(=O)c1ccsc1NC(=O)c1sc2ccccc2c1Cl	32	3.5	3	5	15	1	-168	0	-1	-32
CCOC(=O)CSc1nnc(-c2cccnc2)n1C	-2	-0.2	0	17	-7	0	9	-1	-1	6
O=C(CC1SC(=NCC2CCCO2)NC1=O)Nc1cc([N+](=O)[O-])ccc1Cl (stereo unspecified)	-4	-0.5	-12	16	0	-4	-10	-1	-4	-23
C#CCOCCOCCOCCNc1nc(N2CCN(C(=O)C([C@@H](C)CC)n3cc(C(N)COC(=O)C(F)(F)F)nn3)CC2)nc(N2CCN(C(=O)[C@H](Cc3ccc(O)cc3)n3cc(C(N)[C@H](C)CC)nn3)CC2)n1 (stereo partly specified)	0	0.0	0	24	5	1	18	nt	nt	nt
O=C(COC(=O)Cc1ccc(F)cc1)NCc1ccco1	-17	0.0	2	22	-12	2	-1	-7	-7	-20
O=S1(=O)CC2N=C(N(Cc3ccc(F)cc3Cl)c3ccccc3F)SC2C1 (stereo unspecified)	24	-0.4	-2	33	5	3	16	2	3	1
COc1ccc(OC)c(NS(=O)(=O)c2ccc(NC(C)=O)cc2)c1	5	-0.1	-2	23	-1	-4	1	7	-3	12
O=C(CSc1nnc(-c2ccccn2)n1Cc1ccccc1)N1CCOCC1	7	0.3	1	8	10	-2	-7	-1	-2	-10
Cc1ccc(S(=O)(=O)NC(=O)NCc2ccc(F)cc2)cc1	-8	-0.1	-5	31	-2	4	-4	-4	0	-5

An excerpt from above, limited to KLF5 inhibitor and HSF1 activator:
canonical_smiles,KLF5 inhibitor,HSF1 activator
COCCCNC(=S)N1CCN(c2nc(-c3ccc(F)cc3)cs2)CC1,-22,-9
Cc1ccc(S(=O)(=O)NC(=O)NCc2ccc(F)cc2)cc1,-5,-8
CC1CCCCC12NC(=O)N(CC(=O)c1ccc[nH]1)C2=O (stereo unspecified),-41,-24
COc1ccc(OC)c(NS(=O)(=O)c2ccc(NC(C)=O)cc2)c1,12,5
